Assay outcomes deposited in PubChem by The Scripps Research Institute Molecular Screening Center.
TTR transcr act – TTR transcription activation, primary screen; SH-SY5Y TTR promoter Gaussia luciferase, luminescence; 100% = recombinant luciferase protein wells; activation, % at 16.7 µM; AID 1117267; 1.3% of 92,000 active;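 active means activation above the mean of all tested compounds plus 3 SD, cut at about 9.5% in these data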;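 further: cells exposed to compounds for one day before reading; 0% = median of all test compound wells on the plate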
An asterisk follows results filed as active. This is a subset, so the mix of outcomes need not match the whole.

1) Cc1ccc2c(c1)C1CN(C)CCC1N2C(=O)Nc1cccc(Cl)c1 (centres undefined)
  TTR transcr act = -0.9
2) Cc1ccc2nc(N3CCN(C)CC3)[nH]c2c1
  TTR transcr act = -0.8
3) Cn1cc(C(=O)OCC(=O)NC2CCCC2)c2ccccc21
  TTR transcr act = 2.2
4) Cc1ccc(C(O)(C(=O)NNC(=O)CN2CCN(C)CC2)c2ccc(C)cc2)cc1
  TTR transcr act = -0.2
5) CC(C)(C)NC(=O)NC(=O)CN1CC=C(c2ccccc2)CC1
  TTR transcr act = -0.7
6) COC(=O)C1=C(c2c(C)noc2C)C[C@@H]2CC[C@H]1N2C(=O)NCC1CC1
  TTR transcr act = 2.4
7) O=C1OC(c2ccc([N+](=O)[O-])cc2)=N/C1=C/N1CC2CC(C1)c1cccc(=O)n1C2 (centres undefined)
  TTR transcr act = -0.7
8) CCCNC(=O)N1CCC2(CC1)OCCO2
  TTR transcr act = 0.6
9) OC(CNCc1ccccc1)c1ccc(Cl)cc1 (centres undefined)
  TTR transcr act = 0.8
10) O=C(c1ccc2c(c1)ncn2C1CCCCC1)N1CCC2(CC1)OCCO2
  TTR transcr act = -2.1
11) O=c1[nH]c(=S)n(-c2ccccc2F)c(O)c1C=Nc1ccc(N2CCOCC2)cc1
  TTR transcr act = 3.5
12) Fc1ccc(CNCCc2ccccc2F)cc1
  TTR transcr act = 0.3
13) C=CCn1c(O)c(C(C)=NCc2ccc3c(c2)OCO3)c(=O)[nH]c1=O
  TTR transcr act = 0.8
14) O=C1CC(N2CC=C(c3ccc(F)cc3)CC2)C(=O)N1c1ccc(F)cc1 (centres undefined)
  TTR transcr act = -0.3
15) O=S(=O)(c1ccc(Cl)cc1)N1CCCC1c1cccnc1 (centres undefined)
  TTR transcr act = -1.6

Looked up one by one from the entries so far:
2) Cc1ccc2nc(N3CCN(C)CC3)[nH]c2c1
  TTR transcr act = -0.8
13) C=CCn1c(O)c(C(C)=NCc2ccc3c(c2)OCO3)c(=O)[nH]c1=O
  TTR transcr act = 0.8
7) O=C1OC(c2ccc([N+](=O)[O-])cc2)=N/C1=C/N1CC2CC(C1)c1cccc(=O)n1C2 (centres undefined)
  TTR transcr act = -0.7

The listing picks up, starting 5 compounds before the break.
11) O=c1[nH]c(=S)n(-c2ccccc2F)c(O)c1C=Nc1ccc(N2CCOCC2)cc1
  TTR transcr act = 3.5
12) Fc1ccc(CNCCc2ccccc2F)cc1
  TTR transcr act = 0.3
13) C=CCn1c(O)c(C(C)=NCc2ccc3c(c2)OCO3)c(=O)[nH]c1=O
  TTR transcr act = 0.8
14) O=C1CC(N2CC=C(c3ccc(F)cc3)CC2)C(=O)N1c1ccc(F)cc1 (centres undefined)
  TTR transcr act = -0.3
15) O=S(=O)(c1ccc(Cl)cc1)N1CCCC1c1cccnc1 (centres undefined)
  TTR transcr act = -1.6
16) CCOP(=O)(OCC)C(O)c1cccnc1 (centres undefined)
  TTR transcr act = 0.0
17) C[C@]12CCC(=O)C=C1CCC1C2CC[C@@]2(C)C1CC[C@]2(C)O (some centres undefined)
  TTR transcr act = -1.3
18) CCCCOCCCn1c(N)c(C(=O)OCCOC)c2nc3ccccc3nc21
  TTR transcr act = -3.1
19) CCOC(=O)C1(c2ccccc2)CCN(CC(O)c2ccc(NC(C)=O)cc2)CC1 (centres undefined)
  TTR transcr act = -1.9
20) Cc1ccc(-c2cc(-c3ccccc3)cc(-c3ccccc3)[n+]2-c2ccc(C(=O)O)cc2)cc1
  TTR transcr act = 3.8
21) COc1ccc(C(=O)C(Cc2ccccc2)N(C)C)cc1 (centres undefined)
  TTR transcr act = -0.7
22) CCOP(=O)(OCC)C(O)c1ccc(OC)cc1 (centres undefined)
  TTR transcr act = -1.3
23) O=c1[nH]c(=O)n(Cc2ccc(F)cc2)c(O)c1C=NCCN1CCCCC1
  TTR transcr act = -1.8
24) COCCCNC(=O)c1c(NC(=O)c2ccccc2)n(Cc2ccccc2)c2nc3ccccc3nc12
  TTR transcr act = -1.1
25) CN(C)c1ccc(/C=C2\C(=O)NC(=O)N(Cc3ccc(F)cc3)C2=O)cc1
  TTR transcr act = -0.1
26) COc1ccccc1C=C1C(=O)NC(=S)NC1=O
  TTR transcr act = 0.3
27) O=c1[nH]c(=O)n(Cc2ccccc2)c(O)c1/C=N/Nc1c(F)c(F)c(F)c(F)c1F
  TTR transcr act = 1.4
28) CCC12CN3CCN(CC(C3)C1O)C2 (centres undefined)
  TTR transcr act = 5.7
29) COC(=O)C(c1ccccc1)N1CCCCCC1 (centres undefined)
  TTR transcr act = 5.8
30) O=C1NC(=O)N(c2ccccc2)C(=O)/C1=C/C=C/c1ccco1
  TTR transcr act = -1.3

31) CCOC(=O)C1CCN(/C=C2/C(=O)NC(=S)N(c3cccc(OC)c3)C2=O)CC1
  TTR transcr act = -0.7
32) COc1ccc2c3c1O[C@H]1C(=O)CC[C@H]4[C@@H](C2)N(C)CC[C@]314
  TTR transcr act = 1.5
33) c1cnc(OCCN2CC2)cn1
  TTR transcr act = 2.5
34) O=Cc1c(C(=O)O)n(Cc2ccccc2Cl)c2ccccc12
  TTR transcr act = 1.1
35) CCCCn1c(O)c(C(C)=Nc2ccc3c(c2)CCC3)c(=O)[nH]c1=O
  TTR transcr act = 1.1
36) O=C1NC(=O)N(Cc2ccccc2)C(=O)C1Cc1ccccc1 (centres undefined)
  TTR transcr act = 2.5
37) Cc1nc2ccccn2c1P(=S)(c1ccccc1)c1ccccc1
  TTR transcr act = 6.4
38) COc1cc(CN=Cc2c(O)n(C(C)(C)C)c(=O)[nH]c2=O)cc(OC)c1
  TTR transcr act = 4.9
39) O=c1[nH]c(=O)n(CCC2=CCCCC2)c(O)c1C=NC1CCN(Cc2ccccc2)CC1
  TTR transcr act = -4.5

Some of the entries above, reformatted:
cpd	mol	TTR transcr act
26	COc1ccccc1C=C1C(=O)NC(=S)NC1=O	0.3
27	O=c1[nH]c(=O)n(Cc2ccccc2)c(O)c1/C=N/Nc1c(F)c(F)c(F)c(F)c1F	1.4
28	CCC12CN3CCN(CC(C3)C1O)C2 (centres undefined)	5.7
29	COC(=O)C(c1ccccc1)N1CCCCCC1 (centres undefined)	5.8
